PTHR1 ag: qHTS for PTHR1 Agonists: Primary Screen. Parathyroid hormone/parathyroid hormone-related peptide receptor (Homo sapiens), Q03431. 410,000 compounds, 0.075% hits. Potency, µM (top dose mostly 115 µM), for inactives: at the top dose activation, actives largely listed as activators. HEK293 GP2 PTHR1 cells, GloSensor cAMP luminescence, 1 h; also: potency is read from the fitted curve at half-maximal effect; nearly all actives have a fitted effect of over 55% in size; some results filed as inactive show a strong effect at the top dose; inactives centre near -15; many of its hits are not listed in these tables
Target sequence (Q03431 whole entry, looked up): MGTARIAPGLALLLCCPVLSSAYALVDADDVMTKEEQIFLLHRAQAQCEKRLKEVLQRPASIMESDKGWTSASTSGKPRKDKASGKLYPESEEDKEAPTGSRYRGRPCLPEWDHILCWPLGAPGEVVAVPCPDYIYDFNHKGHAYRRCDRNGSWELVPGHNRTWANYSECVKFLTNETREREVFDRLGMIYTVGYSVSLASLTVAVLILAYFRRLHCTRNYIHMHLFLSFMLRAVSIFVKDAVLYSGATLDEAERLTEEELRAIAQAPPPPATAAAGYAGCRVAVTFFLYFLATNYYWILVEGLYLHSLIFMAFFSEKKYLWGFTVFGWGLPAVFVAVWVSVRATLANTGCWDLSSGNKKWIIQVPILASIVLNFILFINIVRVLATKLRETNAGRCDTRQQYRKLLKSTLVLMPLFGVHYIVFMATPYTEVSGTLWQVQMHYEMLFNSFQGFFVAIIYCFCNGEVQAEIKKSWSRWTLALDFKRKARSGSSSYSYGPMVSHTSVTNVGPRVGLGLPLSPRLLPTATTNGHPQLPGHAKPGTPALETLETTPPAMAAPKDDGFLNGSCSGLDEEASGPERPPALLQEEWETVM
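HEK-293-derived GP2 cells expressing PTHR1 and a GloSensor cAMP reporter, 3,000/well, plated overnight, given luciferin plus IBMX (each 0.5 mM as added) for 1 h at 37 °C, then compound for 1 h at 37 °C. Luminescence was read after 15 min at room temperature.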
DRD3 antagonist: qHTS of D3 Dopamine Receptor Antagonist: qHTS. D(3) dopamine receptor (Homo sapiens), P35462. D3R cells, DiscoveRx beta-arrestin luminescence, antagonist mode; active compounds read low. 360,000 compounds, 2.5% hits. max response, negative = inhibition, %. AID 652054, 2013; in the data active = max response below about -50%; inconclusive = no clear call, values can overlap the other calls; also: % is scaled to controls: 0 for no effect and ±100 for the full control effect; mostly tested at two doses, the higher about 12 µM
Target sequence (P35462 whole entry, looked up): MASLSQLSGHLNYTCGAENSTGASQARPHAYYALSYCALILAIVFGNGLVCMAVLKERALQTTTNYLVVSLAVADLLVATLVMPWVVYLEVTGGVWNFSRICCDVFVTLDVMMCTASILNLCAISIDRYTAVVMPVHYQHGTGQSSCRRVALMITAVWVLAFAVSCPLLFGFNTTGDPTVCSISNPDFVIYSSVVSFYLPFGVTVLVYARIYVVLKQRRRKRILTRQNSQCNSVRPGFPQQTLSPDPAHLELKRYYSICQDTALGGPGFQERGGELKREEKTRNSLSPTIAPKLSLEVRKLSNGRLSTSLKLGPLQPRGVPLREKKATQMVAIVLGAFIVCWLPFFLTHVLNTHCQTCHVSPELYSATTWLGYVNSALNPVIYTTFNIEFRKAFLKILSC
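Cells expressing the human receptor were seeded at 1500 cells/well, incubated overnight at 37 degrees C in 5% CO2, then exposed to library compounds with dopamine controls for 90 minutes at 37 degrees C before luminescent detection.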
Akt phos inh: HTS Assay for Inhibitors of Akt Phophorylation: Primary Screen; Neuro2A IGF-stimulated pAkt S473 HTRF, 20 min; active compounds read low; activity change, % for hits at 50 µM; 360,000 compounds, 0.32% hits; in the data active = activity change below about -80%; inconclusive = mostly about -51% to -80%; also: % is scaled to controls: 0 for no effect and ±100 for the full control effect
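Neuro2A cells (4,500/well, DMEM with 0.5% FBS) were treated with compound at a single 50 µM final concentration, stimulated with 6 nM IGF for 20 min at 37 °C, and lysed. Phospho-Akt Ser473 was read by HTRF as 665/615 ratio ×10^4.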
aSyn rescue: qHTS of alpha-syn Inhibitors; Yeast expressing alpha-synuclein, growth rescue, BacTiter-Glo, 24 h; Potency, µM (titrated, usually from 46.1 µM), inactives show top-dose growth rescue (activation), most hits filed as activators; 370,000 compounds, 0.14% hits; also: potency is read from the fitted curve at half-maximal effect; % of control where 0% means no effect; nearly all actives have a fitted effect of over 65% in size
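Screening used galactose-induced yeast with toxic alpha-synuclein levels, exposed to compound for 24 hr at 30 deg C. Cell growth, read with BacTiter-Glo luminescence, gave the measured signal.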
TDP-43 yeast inh: qHTS of TDP-43 Inhibitors | AID 652104, 2013 | TDP-43 expressing yeast growth rescue, BacTiter-Glo, 24 h | Potency, µM (doses to about 46.1 µM), inactives show at the top dose growth rescue (activation), actives largely listed as activators | 410,000 compounds, 1.8% hits; also: potency is read from the fitted curve at half-maximal effect; % of control where 0% means no effect; nearly all actives have a fitted effect of over 50% in size
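Galactose-induced TDP-43 yeast, OD600=0.02, compound pinned; 24 hr, 30 deg C; BacTiter-Glo luminescence for growth. Inhibitors of TDP-43 toxicity read as activators.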
Abeta rescue: qHTS for compounds that reverse cellular toxicity of Amyloid beta (A-beta) peptide in yeast: Primary Screen; AID 1347071, 2019; 410,000 compounds, 0.063% hits; Potency, µM (doses to about 46.1 µM), inactives show at the top dose growth rescue, most hits filed as activators; yeast expressing A-beta42, growth rescue, OD600, 48 h; response scale: 0% DMSO, 100% iron-clioquinol control; also: potency is read from the fitted curve at half-maximal effect; nearly all actives have a fitted effect of over 55% in size
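Growth rescue measured by 600 nm absorbance after 48 h yeast culture at 30 C with compound. Values normalized between DMSO and an equimolar ferric chloride plus clioquinol control.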
GLP1R inv ag: qHTS of GLP-1 Receptor Inverse Agonists (Inhibition Mode). 410,000 compounds, 1.6% hits. AID 624417, 2012. HEK293 GLP-1R CRE-luciferase, luminescence, 24 h; GLP-1R form is constitutively active. Potency, µM (doses to about 38.3 µM), inactives show at the highest dose activity change, negative = inhibition, hits mostly inhibitors. Glucagon-like peptide 1 receptor (Homo sapiens), P43220; also: potency is read from the fitted curve at half-maximal effect; % is scaled to controls: 0 for no effect and ±100 for the full control effect; nearly all actives have a fitted effect of over 55% in size
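Stable HEK293 clone (constitutively active GLP-1R + cAMP-response luciferase); 200 cells/uL plated, 12 h pre-culture, compound 24 hr, 37 deg C/5% CO2; detection reagent 12 min RT; luminescence.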
GLP-1R agonist: qHTS of GLP-1 Receptor Agonists; AID 624172, 2012; 380,000 compounds, 0.007% hits; Potency, µM (titrated, usually from 45.6 µM), for the others: top-dose activation, usual class: activators; HEK293 GLP-1R CRE-luciferase, luminescence, 4-6 h; cells express a hypersensitive GLP-1R form; Glucagon-like peptide 1 receptor (Homo sapiens), P43220; also: potency is read from the fitted curve at half-maximal effect; % of control where 0% means no effect
FUS yeast rescue: qHTS for Suppressors of FUS Proteinopathy: Primary screen using FUS-linked yeast assay | S. cerevisiae FUS-expressing, growth rescue, OD600, 24 h | Potency, µM (top dose mostly 76.6 µM), for inactives: at the top dose growth rescue (activation), most hits filed as activators | 390,000 compounds, 0.24% hits;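 also: potency is read from the fitted curve at half-maximal effect; plate controls were DMSO vehicle for no effect and reference control for full effect; nearly all actives have a fitted effect of over 55% in size; some results filed as inactive show a strong effect at the top dose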
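Absorbance at 600 nm, taken 24hr after compound addition, measured rescue of FUS-yeast growth at 30C. Induction used 2% galactose with seeding at OD 0.005. Controls: CP55940 from 92uM final, DMSO only.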
Starred values were filed as active, the others as inactive; i = inactive; ? = inconclusive; / = not tested or not shown; & = joins results of further samples; [ ] = another dose, or the depositor's remark. Unless noted, calls follow the shape of the dose curve; as a rule, active = well fitted curve in the direction sought with a large enough effect; inconclusive = small, poorly fitted or top-dose-only effect, or another doubt; inactive = no such curve, though single readings can be large; an effect the other way counts as inactive or inconclusive. Not all compounds are listed; count on the stated rates, not on these rows.

SMILES	PTHR1 ag	DRD3 antagonist	Akt phos inh	aSyn rescue	TDP-43 yeast inh	Abeta rescue	GLP1R inv ag	GLP-1R agonist	FUS yeast rescue
Cc1cccc(CNS(=O)(=O)c2csc(C(N)=O)c2)c1	-17.2%&-14.5%	-3.9	/	-5.1%	12.5%&13.2%	-4.6%&-0.9%	1.8%&-10.8%	7.6%	-25.3%&-10.9%
O=C(Nc1ccccc1Oc1ccccc1)c1ccc(Br)o1	-44.6%[inhibitor][57.5 µM]	8.2	i	1.1%	4.4%	12.9%	?	13.4%	-23.6%
CSc1nc(C)c(CCOC(=O)c2ccccc2)c(=O)[nH]1	i	-10.1	i	3.7%	18.7%	3.4%	0.4%	4.0%	17.6%
C=CCOc1ccccc1CN1CCCC(CCC(=O)N(C)CCc2ccccn2)C1 (configuration not stated)	i	2.9	i	0.0%	-13.5%	8.7%	-0.4%	5.5%	12.1%
CCN(CC)S(=O)(=O)c1cc(NC(=O)NCCCl)ccc1C	i	8.2	i	1.2%	-16.6%	15.2%	-16.6%	-1.5%	7.8%
COCCN(C(=O)CNC(=O)c1ccco1)C(C(=O)NC1CCCC1)c1ccc(OC)cc1 (configuration not stated)	i	5.5	i	2.3%	0.0%	-5.1%	8.9%	-1.8%	-11.8%
Cc1nc(N2CCC(C)CC2)c2nnn(Cc3ccccc3)c2n1	-10.6%[57.5 µM]	27.2	/	1.6%	11.7%	-10.1%	10µM*	20.5%	18.2%
COC(=O)c1sc(-c2ccc(C(C)(C)C)cc2)cc1NC(=O)/C=C/C(=O)O	i	-23.9	i	-4.4%	-14.4%[1.82 µM]	3.3%	?	35.3%	15.7%
Cc1nccc(-c2ccc(-n3c(C)ccc3C)cc2)n1	i	?	i	1.2%	/	20.0%	183.0%[activator]	17.6%	22.6%
O=C(CCN1C(=O)/C(=C/c2ccccc2Cl)SC1=S)Nc1ccccc1C(=O)O	-26.6%	3.6	i	-0.3%	-2.9%	12.3%	8.5%	0.0%	30.7%
Cc1ccccc1NC(=O)Cc1nc(COC(=O)COc2ccccc2C(C)C)cs1	i	10.1	i	11.1%	14.9%	5.1%	-24.0%	-6.0%	?
COc1ccc(-c2cnn3c4c(c(C)nc23)CCN4C(C)C)cc1OC	-14.1%[57.5 µM]	32.6	i	2.2%	-7.1%	20.0%	0.0%	20.6%	9.0%
Cc1cccc(-n2ncc3c(N4CCCC4)ncnc32)c1	-31.9%[inhibitor]	-15.2	i	-5.7%	-9.7%	0.8%	-11.0%	-2.7%	-14.3%
CN(CC(=O)Nc1ccc(F)cc1)C(=O)COC(=O)c1cc(S(=O)(=O)N(C)C)ccc1N1CCCC1	i	37.2	i	0.0%	-22.8%	-2.1%	8.6%	-3.3%	19.4%
COc1ccc(-c2nnc(SCc3c(C)noc3C)n2N)cc1OC	-9.3%	-28.2	i	?	-16.7%	7.1%	54.4%[activator]	6.3%	6.3%
Cc1cc(C)c(NS(=O)(=O)c2ccc(-c3coc(C)n3)cc2)c(C)c1	i	/	/	0.2%	30.0%	-6.0%	-19.5%	5.5%	-3.9%
Cc1ccc(-n2c(C)cc3c2CC(C)(C)CC3=O)cc1C	-21.4%[57.5 µM]	-88.4*	i	-1.8%	?	3.2%	?	7.8%	19.2%
O=C(CSc1ccc2nnc(-c3ccncc3)n2n1)NCc1ccco1	-14.7%	-0.3	i	-0.4%	-14.3%	-17.6%	13.0%	-1.8%	0.5%
Cc1cc(C)c(C(=O)CSc2nnc(N)s2)c(C)c1	-14.2%	2.7	i	4.3%	25.0%	16.5%	-2.4%	0.8%	-12.1%
CC(=O)Nc1ccc(NC(=O)CSc2nnc(C)n2-c2ccccc2)cc1	-21.1%	7.7	i	0.8%	13.0%	11.7%	9.2%	-6.1%	-17.6%
CCOc1cccc2sc(N(CCN(C)C)C(=O)c3ccc(Br)s3)nc12	-18.0%	-1.1	i	8.2%	-3.0%	-2.0%	-25.6%	8.7%	9.3%
Cc1nn(Cc2c(Cl)cccc2Cl)c(C)c1NC(=O)c1cnn2c(C(F)F)cc(-c3ccccc3)nc12	-9.3%[57.5 µM]	35.8	i	15.5%	-10.0%	0.0%	19.4%	2.4%	-2.4%
CCC(C(=O)Nc1ccc(C)c(C)c1)n1c(=O)c(C(F)(F)F)nc2ccccc21 (configuration not stated)	-23.4%	/	/	/	12.8%	-13.8%	5.5%	/	-13.5%
COc1cccc(NC(=O)CN(C)C(=O)c2c(-c3ccccc3)noc2C)c1	i	-5.0	i	-1.6%	26.0%	16.4%	-10.5%	2.0%	5.3%
COC(=O)CSc1nc(SCc2ccc(C)cc2)nc2c1CCCC2	i	-6.9	i	-14.7%	-10.3%	-13.8%	?	3.7%	5.8%
N#Cc1ccc(-c2ccc(OCC3CNC(=O)O3)cc2)cc1 (configuration not stated)	-17.0%	6.8	i	-18.1%	28.5%	4.3%	41.1%[activator]	-3.5%	15.0%
O=C(NCc1ccc2c(c1)OCO2)C(=O)NCC1OCCCN1S(=O)(=O)c1ccccc1 (configuration not stated)	-0.5%	0.0	i	0.6%	-0.9%	-20.2%	-20.0%	3.9%	?
COc1ccc(CNC(=O)N2CCN(c3ccccc3OC)CC2)cc1	-6.5%	14.2	i	7.0%	11.6%	0.8%	19.0%	5.4%	-22.5%
Cc1ccc(NC(=O)CCC(=O)N/N=C/c2cccnc2)cc1	i	-3.9	i	-2.3%	-11.4%	0.3%	15.6%	5.6%	20.6%
COc1ccc(/C=N/NC(=O)c2cccc(NC(=O)c3ccc(Cl)cc3)c2)c(OC)c1	i	-24.6	i	-4.3%	0.6%	22.6%	-6.3%	-1.2%	-14.8%
Cc1ccc(NC(=O)C2CC2)cc1S(=O)(=O)N1CCOCC1	-2.6%	-3.9	i	-8.1%	-25.0%	-5.1%	-8.8%	7.3%	25.3%
Cc1cc(C)nc(NS(=O)(=O)c2ccc(NC(=O)c3ccc(S(=O)(=O)N4CC(C)OC(C)C4)cc3)cc2)n1 (configuration not stated)	i	-5.5	i	4.7%	18.2%	1.6%	-0.9%	-4.6%	18.0%
CC(=O)N1CCN(C(=O)c2ccc(Oc3ccccc3)cc2)CC1	-3.5%	12.5	i	-1.5%	9.8%	4.3%	7.9%	0.5%	1.7%
Cc1ccc(NCCC(=O)c2cccs2)cc1C	i	-23.8	i	-6.3%	7.3%	11.0%	35.5%[activator][0.307 µM]	7.6%	36.1%
CCN(CC)c1ccc(/C=N/NC(=S)NC)c(O)c1	i	-1.9	i	0.7%	24.2%	?	?	-1.8%	-14.8%
CC(NS(C)(=O)=O)C(c1cccs1)N1CCN(C)CC1 (configuration not stated)	-8.1%[57.5 µM]	10.3	/	-3.7%	-14.7%	-12.0%	0.0%	2.0%	28.2%
Cc1ccc(C(=O)N/C(=C\c2cccnc2)c2nc3ccccc3[nH]2)cc1	i	6.3	i	-7.2%	7.5%	-12.5%	-7.6%	0.3%	/
COc1cc(Cl)c(C)cc1NC(=O)c1cnc(N2CCCCC2)c2ccccc12	-18.0%	/	/	/	7.2%	-0.6%	0.7%	/	-9.9%
CCCCCC(=O)Nc1cccc(C2=NOC3(C2)C[C@H](C(N)=O)N(C(=O)COc2ccc(Cl)cc2)C3)c1 (some centres not stated)	-17.8%	11.9	i	0.2%	8.0%	-13.7%	-7.7%	-3.5%	43.9%
CCOC(=O)c1cnc(SCC(=O)Nc2ccccc2C(=O)OC)nc1N	i	20.9	i	8.3%	22.4µM*	-17.9%	99.5%[activator]	27.3%	10.8%

GLP1R inv ag: entries above that show a hit.
Structure	PTHR1 ag	Akt phos inh	GLP1R inv ag	GLP-1R agonist
Cc1nc(N2CCC(C)CC2)c2nnn(Cc3ccccc3)c2n1	-10.6%[57.5 µM]	/	10µM*	20.5%

A second format for two compounds above:
smiles | PTHR1 ag | DRD3 antagonist | Akt phos inh | aSyn rescue | TDP-43 yeast inh | Abeta rescue | GLP1R inv ag | GLP-1R agonist | FUS yeast rescue
CCN(CC)c1ccc(/C=N/NC(=S)NC)c(O)c1 | i | -1.9 | i | 0.7% | 24.2% | ? | ? | -1.8% | -14.8%
CC(NS(C)(=O)=O)C(c1cccs1)N1CCN(C)CC1 (configuration not stated) | -8.1%[57.5 µM] | 10.3 | / | -3.7% | -14.7% | -12.0% | 0.0% | 2.0% | 28.2%

(list continues)
SMILES	PTHR1 ag	DRD3 antagonist	Akt phos inh	aSyn rescue	TDP-43 yeast inh	Abeta rescue	GLP1R inv ag	GLP-1R agonist	FUS yeast rescue
CCn1c(=O)n(CC)c2cc(N3CCCC3)c(NC(=O)c3c(F)cccc3F)cc21	-40.7%[inhibitor]	-6.2	/	8.2%	7.1%	-16.5%	38.9%[activator]	9.8%	-0.8%
Cc1ccc(NC(=O)Cn2nnc3sc4c(c3c2=O)CCC(C)C4)cc1 (configuration not stated)	3.5%	/	/	/	0.0%	16.4%	1.9%	/	28.9%
CCOC(=O)C1(Cc2cccc(F)c2)CCN(Cc2ccon2)CC1	i	-15.0	i	-1.5%	-30.2%[inhibitor]	-5.7%	3.0%	9.6%	16.7%
CN(CC(=O)Nc1ccccc1Cl)C(=O)c1cccc(-n2cccc2)c1	-1.6%	-12.3	i	0.9%	12.9%	10.1%	-24.3%	-6.6%	23.7%

Screening data from PubChem.
